PKA-R2B activ – PKA-R2B complex activation; P22694+P31323; PKA-R2B holoenzyme dissociation, Cy5-IP20 fluorescence polarization; R2B truncated from residue 108, S112A mutant; 0% DMSO only, 100% 113 µM cGMP; activation, % at 11.4 µM; 340,000 compounds, 0.079% hits;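 active = activation above a cutoff set at the mean over all compounds plus 3 SD, cut at about 18% in these data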;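 also: higher means more holoenzyme dissociation and a rise in polarization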
Target sequence (P31323 whole entry, looked up, other chains not shown, the tested form may be a part): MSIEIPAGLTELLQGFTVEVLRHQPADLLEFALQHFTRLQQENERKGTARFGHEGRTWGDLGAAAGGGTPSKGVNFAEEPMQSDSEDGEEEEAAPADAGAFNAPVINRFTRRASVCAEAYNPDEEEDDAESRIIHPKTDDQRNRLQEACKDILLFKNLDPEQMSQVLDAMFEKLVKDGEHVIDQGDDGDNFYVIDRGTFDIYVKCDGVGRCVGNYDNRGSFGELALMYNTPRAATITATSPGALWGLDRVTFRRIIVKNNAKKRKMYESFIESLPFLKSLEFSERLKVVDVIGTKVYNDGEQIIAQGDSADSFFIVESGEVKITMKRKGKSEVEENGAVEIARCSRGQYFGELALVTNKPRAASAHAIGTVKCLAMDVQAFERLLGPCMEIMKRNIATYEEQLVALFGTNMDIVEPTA
CAL PDZ FP-1 – blocks peptide binding to the human CAL PDZ domain; purified CAL PDZ, TMR-peptide fluorescence polarization, 1 h; inhibition, % at 24.9 µM; 300,000 compounds, 0.92% hits; AID 602252;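 active = mean inhibition of at least 30% with at least half of replicates also reaching 30%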;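 also: 0% = DMSO neutral control and 100% = excess unlabeled competitor peptide PRC23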
Keap1 Nrf2 FP – inhibitors of human Keap1-Nrf2 protein-protein interaction | inhibition, % at 9.4 µM | AID 504523 | Keap1 Kelch-Nrf2 peptide fluorescence polarization, 1536-well | 340,000 compounds, 0.15% hits; in the data active = inhibition above about 12%;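 also: human Keap1 Kelch domain with fluorescein labeled Nrf2 9mer peptide probe; 0% = neutral control wells and 100% = peptide positive control; higher means more block of Keap1 binding to Nrf2 peptide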
Target sequence (Q14145 whole entry, looked up, the tested form may be a part): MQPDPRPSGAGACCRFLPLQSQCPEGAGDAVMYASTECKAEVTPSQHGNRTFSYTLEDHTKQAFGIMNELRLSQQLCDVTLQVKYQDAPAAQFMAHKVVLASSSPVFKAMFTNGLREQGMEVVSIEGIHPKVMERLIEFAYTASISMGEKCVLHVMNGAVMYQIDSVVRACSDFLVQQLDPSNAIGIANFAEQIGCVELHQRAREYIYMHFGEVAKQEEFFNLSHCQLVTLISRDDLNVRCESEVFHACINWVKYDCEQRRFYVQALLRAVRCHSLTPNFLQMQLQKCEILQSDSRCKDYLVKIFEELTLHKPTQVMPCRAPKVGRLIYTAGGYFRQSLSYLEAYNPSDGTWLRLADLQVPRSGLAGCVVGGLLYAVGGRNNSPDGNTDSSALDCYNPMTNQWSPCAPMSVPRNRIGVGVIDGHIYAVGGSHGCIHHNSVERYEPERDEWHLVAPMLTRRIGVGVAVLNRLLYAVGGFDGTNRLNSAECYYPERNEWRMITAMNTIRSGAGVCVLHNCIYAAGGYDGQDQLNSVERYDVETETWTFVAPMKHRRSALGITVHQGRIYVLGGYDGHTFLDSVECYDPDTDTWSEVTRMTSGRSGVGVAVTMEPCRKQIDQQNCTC
CAL PDZ FP-2 – inhibitors of human CAL PDZ peptide binding. purified CAL PDZ, TMR-peptide fluorescence polarization, 1 h. inhibition, % at 20 µM. 330,000 compounds, 0.02% hits. AID 504414;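 active = highest replicate inhibition of at least 40%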;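 also: plate controls were DMSO neutral control wells for no effect and unlabeled competitor peptide control wells for full effect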
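Material: tagged CAL PDZ domain; buffer or medium: 25 mM sodium phosphate pH 7.4, 150 mM NaCl, TCEP, IgG, Thesit; compound dosing: single point, 20 µM; schedule: 1 h incubation at room temperature before polarization reading; measured by: FP readout, S and P plane fluorescence; read-out basis: percent inhibition from loss of millipolarization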
RTF Ca sens inh – cardiac RTF calcium desensitization; 340,000 compounds, 0.12% hits; IANBD-labeled cardiac RTF, Ca2+ fluorescence; inhibition, % at 7.15 µM; P19429+P45379; AID 493244;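 active = inhibition above the mean inhibition of all tested compounds plus 3 SD, cut at about 17% in these data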;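 also: assay run at fixed EC70 calcium of 1.6 mM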
DAGLB inhibitor – blocks human DAGLB lipase activity. Q8NCG7. HEK293T DAGLB membrane lysate, EnzChek fluorogenic substrate. inhibition, % at 5.17 µM. 340,000 compounds, 0.059% hits. AID 504411; in the data active = inhibition above about 34%;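 also: 0% = enzyme with vehicle and 100% = wells lacking enzyme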
cardiac RTF act – cardiac RTF calcium sensitization. P19429+P45379. IANBD-labeled TnC RTF fluorescence at EC20 calcium; 0% EC20 calcium, 100% full calcium. activation, % at 7.2 µM. 340,000 compounds, 0.24% hits;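 active = activation above the mean over all tested compounds plus 3 SD, cut at about 30% in these data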;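 also: rise in fluorescence read as greater calcium sensitivity of cardiac thin filaments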
Rtt109 HAT inh – blocks Candida albicans Rtt109/Vps75 acetyltransferase activity. Q5AAJ8. purified Rtt109/Vps75, ThioGlo CoA-SH fluorescence, 4 h. inhibition, % at 34.9 µM. 330,000 compounds, 0.16% hits. AID 540336;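 active = inhibition of at least 50% in every replicate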
C-LANA FP – blocks KSHV LANA C-terminal domain binding to DNA; MBP-C-LANA/FAM-LBS DNA binding, fluorescence polarization; inhibition, % at 9 µM; 340,000 compounds, 0.078% hits; AID 504423;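 active = highest replicate inhibition at or above 60% at 9 µM, even if other replicates fall short; inactive = all replicates below 60% inhibition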;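 also: 0% = neutral control wells and 100% = 4 µM acridine orange control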
SR-BI uptake up – activators of SR-BI mediated HDL lipid uptake | CHO ldlA[mSR-BI] cells, DiI-HDL uptake fluorescence, 3 h; 100 = double the neutral-control signal | activation, % at 12.5 µM | 320,000 compounds, 0.096% hits | AID 504775;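 active = mean replicate activation of at least 60% and every replicate at or above 60%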;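 also: 0% = median plate neutral-control signal and 100% = twice that signal; values of inactives mirror those of a sister screen read the other way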
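Material: SR-BI-overexpressing, LDLR-lacking CHO cells | Dosing: Single compound concentration, delivered by pin transfer | Probe or stimulus: Labelled HDL, 10 µg/mL | Signal: Bottom-read cell fluorescence after medium removal, ex 550/em 595 nm | Schedule: 3 h, 37 °C | Evaluation: HDL uptake via cellular fluorescence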
Starred values were filed as active, the others as inactive; . = no result given.

SMILES	PKA-R2B activ	CAL PDZ FP-1	Keap1 Nrf2 FP	CAL PDZ FP-2	RTF Ca sens inh	DAGLB inhibitor	cardiac RTF act	Rtt109 HAT inh	C-LANA FP	SR-BI uptake up
COc1ccc2oc(C(=O)OC/C(O)=C(\C#N)c3nc4ccccc4[nH]3)c(C)c2c1	0	-4	-1	-0.2	2	9	3	-7	0.1	18
O=C(Nc1ccccc1)c1ccc(S(=O)(=O)N2CCC(C(=O)O)CC2)cc1	-1	-1	1	-3.4	-5	4	-5	-4	-0.4	8
Cc1nn(C)cc1CN(C)C(=O)c1nn2c(c1Br)NC(c1cccs1)CC2C(F)(F)F (stereo unspecified)	0	-1	-5	.	9	2	-4	4	1.2	.
O=C(Cn1nc(-c2ccccc2)ccc1=O)NCCN1CCN(c2cccc(Cl)c2)CC1	-6	-2	-5	-1.1	-1	-1	2	9	-0.4	-28
COC(=O)c1cc(CN2C(=O)c3ccccc3C2=O)c(O)c([N+](=O)[O-])c1	-5	-4	-4	-1.5	-16	6	13	-1	2.3	-1
CCCCCC(=O)N(O)C1CC(=O)N(c2ccccc2)C1=O (stereo unspecified)	-2	0	-3	-0.6	-11	1	4	8	-2.6	-2
Cc1ccc(C(=O)Nc2ccc(F)cc2)cc1NC1=NC2CS(=O)(=O)CC2S1 (stereo unspecified)	-2	.	-1	-1.7	1	-3	2	-21	0.0	6
Cc1ccccc1CNC(=O)CCC(=O)N1CCOc2ccccc21	-14	1	5	0.5	-4	-1	3	-5	1.4	14
O=c1c2ccccc2oc2ccc(C#CC3(O)CCCCC3)cc12	-15	-4	1	-3.0	8	3	-2	0	0.2	19
NS(=O)(=O)c1ccc(CCNC(=O)COC(=O)C2COc3ccccc3O2)cc1 (stereo unspecified)	-10	-3	0	-0.2	-4	-3	-2	4	-1.2	5
O=C(CSc1nnc(CNC(=O)C23CC4CC(CC(C4)C2)C3)n1-c1ccccc1)Nc1ccc(F)cc1	-9	1	-4	0.5	-4	1	8	2	0.8	-19
CCCNS(=O)(=O)c1ccc(CCC(=O)Nc2cc(Cl)ccc2Oc2ccccc2)cc1	-7	-4	-3	0.2	7	-3	-6	1	-0.2	-24
CSc1cccc(NS(=O)(=O)c2cccs2)c1	10	-4	-2	0.5	3	1	2	-4	2.8	4
CCN(CC)C(=O)CSc1nnc(-c2ccccn2)n1Cc1ccccc1	-14	1	2	-1.8	2	1	-1	9	-3.0	.
C/C(CC(=O)Nc1c(C)cc(C)cc1C)=N\NC(=O)Cc1ccccc1	-8	-4	-3	-1.4	-12	-2	-3	16	1.8	.
Cc1ccc(CC2(O)CC(C)N(C)CC2C)c(C)c1 (stereo unspecified)	-1	3	7	-0.3	7	-2	-7	-6	-0.1	-2
COC(=O)[C@H](C)NC(=O)NCc1ccc(F)cc1	3	-4	-7	-2.7	-3	1	5	3	-0.1	16
CCOc1ccc(S(=O)(=O)NCCC(=O)Nc2ncccc2C)cc1	6	-2	0	-0.8	-2	1	5	2	-0.6	-3
CC(C)Nc1nc(NC2CCCC2)nc(N2CCOCC2)n1	0	-5	0	-1.6	3	-2	0	15	-1.3	-26
CCC1CCCCN1C(=S)NC(=O)c1ccc([N+](=O)[O-])cc1 (stereo unspecified)	-12	-2	-1	-2.1	2	3	-2	2	1.5	3
CCCCOc1ccc(C2CC(=O)N(C)C2=O)cc1 (stereo unspecified)	0	-1	-2	.	11	4	-17	2	-1.8	5
CCCNS(=O)(=O)c1ccc(NC(=O)c2ccccn2)cc1	1	-2	-3	-0.6	-9	-1	1	1	0.1	12
O=C(c1cc(-c2ccc(F)cc2)nc2ccccc12)N1CCC1	6	-4	1	-0.9	-7	2	3	-3	-0.1	-47
C/C(=N\NC(=O)c1cccs1)c1cccnc1	-13	-5	2	0.1	-12	-1	0	3	-0.3	13
O=C(COC(=O)CCSc1ccccc1)Nc1ccc(F)cc1Cl	1	-4	4	-2.1	6	-4	-2	.	-0.2	27
O=C(NC(=S)N1CCOCC1)c1cn(-c2ccccc2)nc1-c1ccc(F)cc1	5	-1	-8	-0.5	-3	-4	0	13	0.6	-1
COCC1CCN(Cc2cn(-c3ccccc3F)nc2-c2cc(C)sc2C)CC1	1	-1	-5	-1.2	-18	-1	1	-3	-0.5	.
COC(=O)c1ccccc1NS(=O)(=O)c1ccc(F)cc1	4	-4	-3	-1.6	-3	-5	0	-24	-0.1	15
Cc1ccc(C)c(NC(=O)CSc2nc3ccccc3nc2N2CCOCC2)c1	-3	.	-2	-0.5	5	-2	-2	1	-0.6	-8
Cc1cc(C)cc(OCC(=O)OC(C)C(=O)Nc2c(C)n(C)n(-c3ccccc3)c2=O)c1 (stereo unspecified)	5	-3	-1	-1.3	-6	4	-8	-5	-1.1	2
Cc1c(N=Cc2cccs2)c(=O)n(-c2ccccc2)n1C	-3	-1	0	-0.6	-3	0	-1	12	0.1	27
O=C(Nc1ccc(-c2noc(COc3ccccc3Cl)n2)cc1)c1ccco1	-21	.	-6	-1.7	-7	-7	4	5	-1.3	-64
COc1ccccc1/C=N/OCc1cc(C(C)=O)ccc1OC	5	-3	-4	.	-2	-6	4	2	-1.8	.
COC(=O)C(C)Sc1nnc(Cc2cc(=O)[nH]c(=O)[nH]2)n1-c1cc(C)ccc1C (stereo unspecified)	-9	-4	-2	0.4	0	-2	2	-3	-0.1	24
Cc1cccc(N(CC(=O)NC(C)(C)C)C(=O)CCC(=O)Nc2nccs2)c1	-1	0	0	-1.0	-4	0	-1	7	.	26
O=C(NCC1CCCO1)c1ccc2c(=O)n(CC3CCCO3)c(SCC(=O)N3CCCC3)nc2c1 (stereo unspecified)	8	-6	-7	1.0	-10	1	12	-1	-0.8	27
COC(Cc1nnc(SC)n1-c1ccc(Cl)cc1)OC	-3	-3	3	-0.1	-5	-2	-4	-1	-0.3	.
COc1cccc(CC(NC(C)=O)C(=O)NC2CCN(C(=O)C3CCCCC3)CC2)c1OC (stereo unspecified)	-2	-2	-5	-2.9	0	-2	2	-7	0.5	.
Cc1ccnc2nc(C(=O)OCC(=O)NC3CCCC(C)C3C)nn12 (stereo unspecified)	1	-2	-2	2.2	-6	-2	0	-11	-0.8	12
Cc1nn(C)c(NC(=O)c2ccc([N+](=O)[O-])cc2)c1Cl	-10	-4	0	-0.8	-7	0	-3	4	-1.0	12
O=C(CN(Cc1ccccc1)C(=O)c1cccc([N+](=O)[O-])c1)Nc1c(Cl)cc(Cl)cc1Cl	5	-1	1	-1.4	-7	2	4	-1	-0.8	-3
Cc1nc2ccc(S(=O)(=O)N(C)CC(=O)NC(C)c3ccccc3)cc2s1 (stereo unspecified)	5	-3	-5	-0.7	-8	1	-1	-10	0.7	8
O=C(Nc1ccccc1)c1n[nH]c(Cn2cncn2)n1	3	-5	0	0.4	-3	-2	-3	5	-1.0	-10
COC(=O)C1=C(C)N(CCCC(=O)O)C(=O)NC1c1cc2c(cc1[N+](=O)[O-])OCO2 (stereo unspecified)	4	0	0	0.9	-6	-5	-2	0	2.9	2
Cc1cccc(/C=C2/Sc3ccc(C(=O)NCCN4CCCC4)cc3NC2=O)c1	-2	-6	-4	-8.8	2	1	-5	-5	-2.4	-21
Cc1c(OCC(=O)N(C)C)ccc2c(-c3ccccc3)cc(=O)oc12	-2	-2	4	-3.6	-1	-1	1	-3	-2.2	-47
CCCNC(=O)CCn1nc(-c2ccc(C)cc2)c2ccccc2c1=O	5	-9	1	-0.7	-6	-3	4	-6	2.2	-45
CCc1ccc(NS(=O)(=O)c2cc3c4c(c2)CCN4C(=O)CC3)cc1	-3	-5	0	-2.0	2	0	8	-4	0.4	-13
CCOC(=O)c1cc(C(=O)n2cc(Cl)cn2)nn1C	0	-2	-3	-1.4	-8	-2	-4	-7	-1.3	29
Clc1ccc2nc(CSc3nnc4ccccn34)cn2c1	7	-2	-2	1.6	-1	-5	3	5	1.7	19

Entries from the list above that contain an aryl methoxy group, in the order listed:
SMILES	PKA-R2B activ	CAL PDZ FP-1	Keap1 Nrf2 FP	CAL PDZ FP-2	RTF Ca sens inh	DAGLB inhibitor	cardiac RTF act	Rtt109 HAT inh	C-LANA FP	SR-BI uptake up
COc1ccc2oc(C(=O)OC/C(O)=C(\C#N)c3nc4ccccc4[nH]3)c(C)c2c1	0	-4	-1	-0.2	2	9	3	-7	0.1	18
COc1ccccc1/C=N/OCc1cc(C(C)=O)ccc1OC	5	-3	-4	.	-2	-6	4	2	-1.8	.
COc1cccc(CC(NC(C)=O)C(=O)NC2CCN(C(=O)C3CCCCC3)CC2)c1OC (stereo unspecified)	-2	-2	-5	-2.9	0	-2	2	-7	0.5	.

Going on with the list.
SMILES	PKA-R2B activ	CAL PDZ FP-1	Keap1 Nrf2 FP	CAL PDZ FP-2	RTF Ca sens inh	DAGLB inhibitor	cardiac RTF act	Rtt109 HAT inh	C-LANA FP	SR-BI uptake up
CC(=O)/C(=C/c1ccccc1)C(=O)Nc1ccccc1C	-4	-3	-28	-1.2	-22	-2	-7	.	-1.7	2
Cc1cc(O)ccc1N/C=C1\CCCC1=O	-5	-1	-5	0.3	4	1	4	4	2.0	-6
Cc1nn(C)c(C)c1/C=C(\C#N)C(N)=O	-4	-1	2	0.2	4	-1	3	-2	-0.8	48
C#CCOC(=O)c1csc2nnsc12	2	4	-1	0.6	0	-1	4	-17	2.8	17

Full records from above. Order of values: PKA-R2B activ | CAL PDZ FP-1 | Keap1 Nrf2 FP | CAL PDZ FP-2 | RTF Ca sens inh | DAGLB inhibitor | cardiac RTF act | Rtt109 HAT inh | C-LANA FP | SR-BI uptake up
`Cc1nn(C)c(C)c1/C=C(\C#N)C(N)=O` across the screens: -4 | -1 | 2 | 0.2 | 4 | -1 | 3 | -2 | -0.8 | 48
`C#CCOC(=O)c1csc2nnsc12` across the screens: 2 | 4 | -1 | 0.6 | 0 | -1 | 4 | -17 | 2.8 | 17
`CC(=O)/C(=C/c1ccccc1)C(=O)Nc1ccccc1C` across the screens: -4 | -3 | -28 | -1.2 | -22 | -2 | -7 | . | -1.7 | 2
